Compound activity deposited in PubChem by National Center for Advancing Translational Sciences (NCATS).
GAA glycogen – qHTS Assay for Inhibitors and Activators of Human alpha-Glucosidase Cleavage of Glycogen; actives 0.38% (n = 300,000); AID 2100, 2009; recombinant GAA, glycogen substrate, Amplex Red glucose oxidase fluorescence; Lysosomal alpha-glucosidase (Homo sapiens), P10253; Potency, µM (series often up to 76.4 µM), inactives show at the top dose activity change, negative = inhibition, actives largely listed as inhibitors;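 further: 0% = full enzyme reaction and -100% = no-enzyme basal signal; the screen sought inhibitors and activators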
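Recombinant human alpha-glucosidase (4 nM final) hydrolysed bovine liver glycogen (30 ug) for 40 min at 37 C in pH 5.0 citrate/phosphate with 0.01% Tween-20. Released glucose detected by glucose oxidase/Amplex Red, Ex 573/Em 610 nm. Compounds up to 77 uM; AC50 from Hill fits.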
RGS12 GoLoco inh – qHTS Assay for Inhibitors of RGS12 GoLoco Motif Activity (Red Fluorophore). actives 0.44% (n = 230,000). Potency, µM (series often up to 61.6 µM), inactives show top-dose activity, negative = inhibition, hits mostly inhibitors. Gai1:RGS12 GoLoco peptide FP, rhodamine, 10 min. Guanine nucleotide-binding protein G(i) subunit alpha-1 (Homo sapiens), P63096; active means well fitted inhibition curve with a large enough effect, not every such curve was filed as active; inactive means no such curve, though single readings can be large or run the other way; further: nearly all actives have a fitted effect of over 30% in size; many of its hits are not listed in these tables
L3MBTL1 block – qHTS Assay for the Inhibitors of L3MBTL1. Lethal(3)malignant brain tumor-like protein 1 (Homo sapiens), Q9Y468. Potency, µM (series often up to 57.1 µM), for inactives: at the top dose activity, negative = inhibition, hits mostly inhibitors. actives 0.66% (n = 230,000). AlphaScreen L3MBTL1–H3K9me1 peptide binding; further: nearly all actives have a fitted effect of over 60% in size
Target sequence (Q9Y468 whole entry, looked up): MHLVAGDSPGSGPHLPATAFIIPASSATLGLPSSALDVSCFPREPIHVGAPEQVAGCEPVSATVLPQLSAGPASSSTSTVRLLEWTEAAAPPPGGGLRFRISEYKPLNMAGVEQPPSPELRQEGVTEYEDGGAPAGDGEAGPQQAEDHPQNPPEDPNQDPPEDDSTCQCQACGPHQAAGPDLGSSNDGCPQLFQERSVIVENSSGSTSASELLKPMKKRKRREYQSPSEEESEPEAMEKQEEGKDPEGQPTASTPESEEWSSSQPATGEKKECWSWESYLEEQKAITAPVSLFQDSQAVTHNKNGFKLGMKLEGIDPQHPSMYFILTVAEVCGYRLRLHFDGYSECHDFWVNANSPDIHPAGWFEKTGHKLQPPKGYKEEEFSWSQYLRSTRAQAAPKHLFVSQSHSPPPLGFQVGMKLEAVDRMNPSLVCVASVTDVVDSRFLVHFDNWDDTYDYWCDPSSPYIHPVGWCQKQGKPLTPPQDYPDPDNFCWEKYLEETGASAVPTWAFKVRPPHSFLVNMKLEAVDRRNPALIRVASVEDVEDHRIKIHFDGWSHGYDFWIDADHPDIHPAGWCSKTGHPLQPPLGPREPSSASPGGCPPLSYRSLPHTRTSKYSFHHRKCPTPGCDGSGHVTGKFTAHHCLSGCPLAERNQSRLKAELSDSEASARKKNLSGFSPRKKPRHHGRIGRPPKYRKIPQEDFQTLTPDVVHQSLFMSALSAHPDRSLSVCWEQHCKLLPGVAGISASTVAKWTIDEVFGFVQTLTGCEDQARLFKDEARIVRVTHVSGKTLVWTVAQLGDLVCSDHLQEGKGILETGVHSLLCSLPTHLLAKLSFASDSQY
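L3MBTL1 50 nM + b-AHA-H3(1-15)K9me1 75 nM, 30 min RT; compound added, 30 min RT; streptavidin donor/Ni-chelate acceptor beads 10 ug/mL each final, 30 min RT dark; AlphaScreen read.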
TR SRC2 fluor cs – Total Fluorescence Counterscreen for Inhibitors of the Interaction of Thyroid Hormone Receptor and Steroid Receptor Coregulator 2. TRb/SRC2 Texas Red total fluorescence interference. Potency, µM (highest dose often 106 µM), without a hit: at the highest dose fluorescence change, negative = quenching. actives 0.29% (n = 280,000). AID 1479, 2009; active means well fitted curve in either direction with a large enough effect; inconclusive means small, poorly fitted or top-dose-only effect
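Flags fluorescent or light-absorbing compounds by total fluorescence, S + 2P, at 555 nm excitation and 632 nm emission. Mixture: 20 nM Texas Red SRC2 peptide, 0.6 uM human TRb LBD, 1 uM T3, 5% DMSO; compound exposure 5 h at ambient temperature.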
RECQ1 inh – qHTS Assay for Inhibitors of RecQ-Like Dna Helicase 1 (RECQ1); ATP-dependent DNA helicase Q1 (Homo sapiens), P46063; RECQ1 DNA unwinding, red fluorescence kinetic read; Potency, µM (top dose mostly 57.3 µM), for the others: at the highest dose activity, negative = inhibition, actives largely listed as inhibitors; actives 0.54% (n = 240,000); AID 2549, 2010;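 further: plate controls were vehicle for no effect and no enzyme for full effect; nearly all actives have a fitted effect of over 30% in size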
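50 nM RECQ1T1 preincubated 15 min with compound in Tris pH 8.0 buffer with MgCl2, DTT, Tween-20 and 2.5 ug/ml poly(dI-dC); started with 200 nM TAMRA/BHQ-2 forked duplex and 2 mM ATP. Unwinding read as fluorescence (525/598 nm), two reads 2 h apart.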
TRb SRC2 PPI – qHTS for Inhibitors of the Interaction of Thyroid Hormone Receptor and Steroid Receptor Coregulator 2 | TRbeta-SRC2 peptide binding, fluorescence polarization; receptor liganded with 1 µM T3 | Potency, µM (highest dose often 106 µM), inactives show at the highest dose activity change, negative = inhibition, hits mostly inhibitors | Thyroid hormone receptor beta (Homo sapiens), P10828 | actives 0.065% (n = 280,000);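 further: plate controls were bound peptide for no effect and peptide without receptor for full effect; nearly all actives have a fitted effect of over 50% in size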
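Fluorescence polarization of 20 nM Texas Red SRC2 peptide with 0.6 uM human TRb ligand-binding domain, in Tris buffer with 1uM T3 and 5% DMSO. Incubated 5 hr ambient; normalized to unbound and bound controls.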
GAA spleen mod – qHTS Assay for Inhibitors and Activators of Human alpha-Glucosidase From Spleen Homogenate; human spleen homogenate, 4-MU-alpha-glucoside fluorescence; Lysosomal alpha-glucosidase (Homo sapiens), P10253; Potency, µM (titrated, usually from 79.9 µM), for inactives: at the highest dose activity change, negative = inhibition, most hits filed as inhibitors; actives 0.006% (n = 240,000);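 further: 0% = enzyme with vehicle and -100% = no enzyme basal signal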
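Compounds were titrated against alpha-glucosidase in spleen homogenate at pH 5.0, with 1 mM 4-methylumbelliferyl substrate for 40 min at 37 C. Reactions were quenched with pH 10 NaOH/glycine and fluorescence measured.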
GAA inhib – qHTS Assay for Inhibitors of Human alpha-Glucosidase as a Potential Chaperone Treatment of Pompe Disease | actives 0.005% (n = 200,000) | Potency, µM (series often up to 76.9 µM), for the others: at the highest dose activity change, negative = inhibition, most hits filed as inhibitors | purified human GAA, 4-MU-alpha-glucoside fluorescence | Lysosomal alpha-glucosidase (Homo sapiens), P10253;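 further: plate controls were uninhibited enzyme wells for no effect and no-enzyme background for full effect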
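AC50 values come from Hill fits of compound titrations (up to 77 uM) against 4 nM human enzyme. Substrate 4-methylumbelliferyl-alpha-D-pyranoside at 400 uM, pH 5.0 citrate buffer, 20 min room temperature; fluorescence Ex 365/Em 440 after alkaline stop.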
An asterisk follows results filed as active; i = inactive; ? = inconclusive; / = no result given; & = joins results of further samples; [ ] = remark or other dose. Unless noted, the call rests on the fitted dose curve; in most records, active means well fitted curve in the direction sought with a large enough effect; inconclusive means small, poorly fitted or top-dose-only effect, or another doubt; inactive means no such curve, though single readings can be large; an effect the other way counts as inactive or inconclusive. Unless noted, on the % scale 0 is the no-effect control and ±100 the full control effect; potency means the concentration at half of the fitted maximal effect. An excerpt; count on the stated rates, not on these rows.

SMILES	GAA glycogen	RGS12 GoLoco inh	L3MBTL1 block	TR SRC2 fluor cs	RECQ1 inh	TRb SRC2 PPI	GAA spleen mod	GAA inhib
Cc1nn(CC(=O)NCc2ccccc2)c(=O)c2ccccc12	9%	4%	1%	-6%	i	-7%	-1%	-1%
CCOc1ccc(NC(=O)CSc2nnc(C)n2CC2CCCO2)cc1 (stereo not drawn)	-8%	-9%	/	-5%	0%	-5%	-4%	-4%
Cc1cc(C)cc(OCC(=O)O/N=C(\N)Cc2ccc([N+](=O)[O-])cc2)c1	3%	-1%	5%	-6%	i	-4%	1%	-14%
COc1ccc(C(=O)n2nc(C)cc2C)cc1OC	7%	-10%	/	-7%	6%	6%	3%	-4%
Cc1nc2c(s1)sc1ccccc12	-6%	-5%	2%	2%	-2%	-2%	4%	1%
Cc1ccc(C(=O)OC2CCCN(C)C2)cc1 (stereo not drawn)	-10%	-1%	9%	-1%[53 µM]	i	4%[53 µM]	-3%	11%
CCOC(=O)N1CCN(C(=O)c2ccc3c(=O)n(CCC4=CCCCC4)c(=S)[nH]c3c2)CC1	13%	3%	-5%	0%	-7%	-6%	-1%	-4%
CC(=O)OCCNC(=O)c1cc2ccccc2oc1=O	1%	5%	-4%[11.4 µM]	-1%	i	-11%	-6%	-1%
C[C@@H](C(=O)NCC1CC1)[C@H]1C[C@]1(C)[C@H](NC(=O)OCc1ccccc1)c1ccccc1	5%	0%&-2%	-1%	-2%&-1%	-3%	0%&4%	-13%&-17%	2%
O=C(CSc1ccccc1)Nc1ccncc1	-8%	5%	1%	-3%	-12%	-6%	-7%	-3%
CSc1ccccc1-c1nnc(-c2ccc(C)cc2)o1	-3%	-1%	28%	0%	-6%	0%	-7%	-21%
CCOC(=O)C(C)NC(=O)Cn1ncc2c(=O)oc3ccc(C)cc3c21 (stereo not drawn)	0%	5%	/	-1%	-5%	4%	-7%	/
CN(C)C(=O)c1cn(-c2ccccc2)nc1-c1cccc([N+](=O)[O-])c1	-1%	7%	3%	1%	i	-11%	1%	-26%
CC(=O)c1cccc(NC(=O)C(C)N(C)CC(=O)Nc2ccc(Cl)cc2)c1 (stereo not drawn)	-3%	4%	0%	-5%	-5%	-1%	-13%	/
COc1ccc(CC(=O)N2CCc3cc(OC)c(OC)cc3C2O)cc1OC (stereo not drawn)	6%	4%	/	0%	3%	3%	4%	/
CCOCCOC(=O)C1=C(C)NC2=C(C(=O)CC(c3cccs3)C2)C1c1ccsc1 (stereo not drawn)	6%	4%	-9%	1%	-2%	4%	2%	-9%
CC(=O)c1ccc(N=Nc2ccc(N)cc2)cc1	-14%	-1%	-30%	-4%	-5%	-2%	8%	/
COc1ccc(Cn2c(C)c(C)c(C#N)c2NC(=O)Nc2cccc(Cl)c2)cc1	-14%	31%[activator]	2%	6%	-1%	-2%	2%	-7%
COC(=O)CNC(=O)C1CCN(C(=O)OCc2ccccc2)CC1	-1%	9%	-8%	-2%	-7%	-1%	-6%	-2%
CC(=O)Cc1nsc(NC(=O)c2cc(-c3ccccc3Cl)oc2C)n1	10%	25%	/	-2%	-26%	7%	-8%	-9%
Cc1ccc2nsnc2c1NC(=O)c1ccc([N+](=O)[O-])cc1	10%	4%	0%	-4%	i	5%	2%	?
O=C(NCCc1ccccc1)C1CCN(C(=O)NCc2ccccc2)CC1	-6%	0%	4%	-2%	i	1%	0%	-5%
c1cc2c(cc1C1CCCCC1)c1c3n2CCN[C@H]3CCC1	/	0%	/	-2%	0%	3%	8%	/
CC(C)CC(=O)NS(=O)(=O)c1ccc(N)cc1	-2%	-26%	3%	1%	0%	8%	-4%	-2%
COc1ccc(NC(=O)Cn2nc(C(F)(F)F)c3c2CCCC3)cc1OC	-9%[76.3 µM]	8%	-2%	-1%&-5%	-2%	0%&-4%	-4%	-3%
CCN1c2cccc3cccc(c23)S1(=O)=O	-4%	-2%	/	2%	i	-5%	-2%	-6%
COc1cc(/C=N/NC(=O)CCN2CCN(Cc3ccccc3)CC2)cc(OC)c1OC	-5%	-9%	-18%	-1%	6%	4%	0%	4%
Cn1c(=O)c(=O)n(C)c2cc(S(=O)(=O)N3CC(=O)N(CCc4ccccc4)C(=O)C3)ccc21	0%	5%	/	-1%	-10%	-5%	-4%	/
O=C(CN1CCCc2ccccc21)N/N=C/c1ccccc1	1%	1%	-18%	0%	5%	-7%	-12%	-9%
Cc1[nH]c2ccccc2c1C(=O)COC(=O)C(C)C	0%	3%	/	0%	i	-2%	2%	3%
O=C(O)CCc1ccc(-c2ccccc2)n1-c1cccc(O)c1	7%	8%	-11%	1%	-19%	-9%	4%	6%
O=[N+]([O-])c1cc(Cl)ccc1-c1nc(-c2ccccc2)no1	9%	-10%	-26%	-1%	-11%	-4%	-2%	-9%
COCCNC(=O)CN(C(=O)CCC(=O)Nc1cc(C)on1)c1ccc(C)cc1C	0%	1%	0%	-3%	-15%	1%	-16%	-9%
COc1ccnc(Oc2ccc(C)cc2)c1C#N	2%	8%	12%	-1%	-18%	1%	5%	0%
COc1cc(C(=O)Nc2ccc(-c3nc4cc(C)ccc4o3)c(O)c2)cc(OC)c1OC	3%	-4%	2%	0%	i	-1%	-12%	8%
COc1cc2cc(CN(CCCN3CCOCC3)C(=O)Nc3ccc(F)cc3)c(=O)[nH]c2cc1OC	8%	-5%	-2%	2%	-2%	2%	1%	3%
O=[N+]([O-])c1ccc(N/N=C/c2ccc(OCc3cccc4ccccc34)cc2)nc1	0%	1%	/	0%	-4%	8%	3%	2%
C#CCn1c(O)c(N=NC(=O)C(O)c2ccccc2)c2ccccc21 (stereo not drawn)	-7%	2%	-12%	-3%	-1%	-2%	6%	/
O=C(O)COc1c(-c2ccco2)oc2ccccc2c1=O	-2%	-3%	/	-1%	2%	-3%	13%	8%
C/C(Cn1nnc([N+](=O)[O-])n1)=N\NC(=O)c1ccncc1	-28%	7%	/	-1%	-1%	-10%	5%	-12%
COC(=O)CC/C(O)=C1\C(=O)CC(C)(C)CC1=Nc1ccccc1OC	7%	-5%	/	-1%	-1%	-7%	-3%	-5%
CCN(CC)c1ccc(/C=N\NC(=O)c2cccc3cc[nH]c23)cc1	-10%	2%	-6%	-5%	-5%	6%	-3%	/
CSc1ccc(Cn2nnc(C(=O)NCCc3ccc(Cl)cc3)c2N)cc1	5%	8%	/	0%	-3%	-6%	1%	/
Cc1cc(C)c2c(=O)n(CC(=O)NCCCN3CCN(c4ccccc4F)CC3)sc2n1	1%	20µM*	-2%	-3%	-3%	-20%	0%	-5%
Cc1nnc(SC(=O)N2c3ccccc3Sc3ccccc32)s1	-3%	11%	-2%	-2%	-16%	0%	-1%	-5%
Nc1nc(-c2ccccc2)c(-c2ccccc2)o1	1%	4%	-2%	1%	6%	3%	-2%	2%[15.4 µM]
COCCCNc1nc2c(c(=O)[nH]c(=O)n2C)n1CC(O)COc1ccccc1 (stereo not drawn)	-10%	-2%	4%	1%	2%	7%	-8%	0%
COc1ccc(CC(=O)O/N=C(\N)Cc2cccc3ccccc23)cc1	-2%	7%	35%[activator]	2%	-2%	-9%	0%	-1%
Cc1cc2c(cc1C)NC1=C(N2)OC(c2cccc(O)c2)C1=O (stereo not drawn)	1%	2%	-4%	-3%	-2%	1%	0%	-13%
Cc1cc(NC(=O)CSc2nnc(-c3ccc4c(c3)OCCO4)o2)no1	3%	2%	-13%	-7%	-12%	-4%	5%	-3%
Cc1ccc(C(=O)N2CCN(c3ncnc4c(-c5ccccc5)nsc34)CC2)cc1	21%	-3%	8%	-4%	i	-8%	1%	10%
COCCCNC(=O)CC1C(=O)N(Cc2ccccc2)C(C)c2nc3ccccc3n21 (stereo not drawn)	0%	3%	/	1%	-4%	0%	6%	4%
O=C(COc1ccc([N+](=O)[O-])cc1)NCc1ccncc1	-3%	3%	9%	1%	i	1%	0%	-5%
CCc1c(C)sc(NC(=O)c2cc(-c3ccc(O)cc3)on2)c1C#N	11%	10%	/	-8%	-3%	5%	2%	7%
CC(=O)NNC(=O)CCn1nnc(-c2ccc(Cl)cc2)n1	3%	-8%	6%	0%	-7%	2%	-6%	0%
CCOC(=O)C1CCN(C(=S)Nc2ccc(C)cc2)CC1	4%	1%	-1%	-2%	i	-7%	/	3%

Ordered by formula weight (largest number first): some entries from above
SMILES	GAA glycogen	RGS12 GoLoco inh	L3MBTL1 block	TR SRC2 fluor cs	RECQ1 inh	TRb SRC2 PPI	GAA spleen mod	GAA inhib
Cc1ccc(C(=O)N2CCN(c3ncnc4c(-c5ccccc5)nsc34)CC2)cc1	21%	-3%	8%	-4%	i	-8%	1%	10%
CCc1c(C)sc(NC(=O)c2cc(-c3ccc(O)cc3)on2)c1C#N	11%	10%	/	-8%	-3%	5%	2%	7%
COc1ccc(CC(=O)O/N=C(\N)Cc2cccc3ccccc23)cc1	-2%	7%	35%[activator]	2%	-2%	-9%	0%	-1%
